Screens from PubChem BioAssay.
Neddylation inh = inhibitors of human cullin neddylation; 0.58% of 360,000 active; calls only at 25 µM; AID 651699; TR-FRET cullin neddylation, biochemical; P61081+Q13564; in the data active = inhibition above about 36%
CSN inh = blocks human CSN-mediated cullin deneddylation. inhibition, % at 12.5 µM. 0.38% of 360,000 active. Purified CSN, SCF-Nedd8-OG deneddylation, fluorescence polarization;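 active = pattern-corrected inhibition above about 35%, with an unprinted fluorescence ratio check between 0.5 and 1.5, limit read from the data, passing the limit was not always enough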;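 note: 0% = enzyme with substrate and 100% = substrate without enzyme; some results filed as inactive read as strong as hits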
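Assay system: purified human Csn5 enzyme expressed in HEK293T cells; measure: % inhibition; also added: SCFSkp2-Nedd8OG substrate at 10 nM final; technique: fluorescence polarization; times: reaction 90 min, room temperature; medium: Tris buffer pH 7.5, NaCl, DTT, Tween-20, trehalose, ovalbumin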
Rpn11 block = Rpn11 (human) deubiquitinase inhibition; O00487; human 26S proteasome, Ub4-pepOG fluorescence polarization; 20S core pre-blocked with epoxomicin; calls only at 20 µM; 0.59% of 360,000 active;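 active = inhibition at 20 µM, scaled to each plate's controls, above about 33%, limit read from the data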
MT1-MMP act inh = MT1-MMP (human) activation inhibition. P50281. HT1080 RFP-PRO-GFP cells, GFP/RFP ratio fluorescence, overnight; percent of plate control window, DMSO zero. GFP/RFP ratio change, % at 20 µM. 0.061% of 360,000 active. AID 651647;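 active = GFP/RFP ratio change of at least 30% with cell ATP level not reduced by more than half and red fluorescence within 50% of control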; note: strong numbers were not always called active
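Assay system: RFP-PRO-GFP reporter HT1080 cells; read-out basis: GFP/RFP fluorescence ratio; benchmarks: DMSO wells and RFP-L50D-GFP cells; doses: 20 µM single dose, 1% DMSO; schedule: overnight cell settling, then overnight compound exposure, 37 °C, 5% CO2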
NadD inh = NadD (S. aureus) enzyme inhibition. purified NadD enzyme, colorimetric absorbance read-out. AID 602399. inhibition, % at 20 µM. 0.78% of 360,000 active; in the data active = inhibition above about 26%; note: some compounds past the cut are filed as inactive
MLLE-PAM2 inh = blocks PAM2 peptide binding to the PABP1 MLLE domain; 0.36% of 360,000 active; GST-MLLE / FITC-PAM2 fluorescence polarization; inhibition, % at 20 µM; P11940; in the data active = inhibition above about 35%, passing the limit was not always enough;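 note: plate controls were DMSO wells with GST-MLLE for no effect and wells lacking GST-MLLE protein for full effect; some results filed as inactive read as strong as hits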
FAS-TE inh = inhibitors of human fatty acid synthase thioesterase domain; P49327; recombinant FAS-TE, OMFH fluorogenic substrate, fluorescence endpoint; inhibition, % at 15 µM; 0.67% of 360,000 active;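 active = compounds whose normalised, plate-corrected inhibition of enzyme fluorescence in the single-dose primary screen is 50% or more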;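 note: 0% = DMSO with enzyme and 100% = substrate without enzyme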
Rin1 Abl inh = blocks binding of human Rin1 to Abl; inhibition, % at 7.35 µM; TR-FRET Rin1/Abl binding, biochemical; 0.4% of 360,000 active; in the data active = inhibition above about 5%, passing the limit was not always enough
Target sequence (P00519 whole entry, looked up): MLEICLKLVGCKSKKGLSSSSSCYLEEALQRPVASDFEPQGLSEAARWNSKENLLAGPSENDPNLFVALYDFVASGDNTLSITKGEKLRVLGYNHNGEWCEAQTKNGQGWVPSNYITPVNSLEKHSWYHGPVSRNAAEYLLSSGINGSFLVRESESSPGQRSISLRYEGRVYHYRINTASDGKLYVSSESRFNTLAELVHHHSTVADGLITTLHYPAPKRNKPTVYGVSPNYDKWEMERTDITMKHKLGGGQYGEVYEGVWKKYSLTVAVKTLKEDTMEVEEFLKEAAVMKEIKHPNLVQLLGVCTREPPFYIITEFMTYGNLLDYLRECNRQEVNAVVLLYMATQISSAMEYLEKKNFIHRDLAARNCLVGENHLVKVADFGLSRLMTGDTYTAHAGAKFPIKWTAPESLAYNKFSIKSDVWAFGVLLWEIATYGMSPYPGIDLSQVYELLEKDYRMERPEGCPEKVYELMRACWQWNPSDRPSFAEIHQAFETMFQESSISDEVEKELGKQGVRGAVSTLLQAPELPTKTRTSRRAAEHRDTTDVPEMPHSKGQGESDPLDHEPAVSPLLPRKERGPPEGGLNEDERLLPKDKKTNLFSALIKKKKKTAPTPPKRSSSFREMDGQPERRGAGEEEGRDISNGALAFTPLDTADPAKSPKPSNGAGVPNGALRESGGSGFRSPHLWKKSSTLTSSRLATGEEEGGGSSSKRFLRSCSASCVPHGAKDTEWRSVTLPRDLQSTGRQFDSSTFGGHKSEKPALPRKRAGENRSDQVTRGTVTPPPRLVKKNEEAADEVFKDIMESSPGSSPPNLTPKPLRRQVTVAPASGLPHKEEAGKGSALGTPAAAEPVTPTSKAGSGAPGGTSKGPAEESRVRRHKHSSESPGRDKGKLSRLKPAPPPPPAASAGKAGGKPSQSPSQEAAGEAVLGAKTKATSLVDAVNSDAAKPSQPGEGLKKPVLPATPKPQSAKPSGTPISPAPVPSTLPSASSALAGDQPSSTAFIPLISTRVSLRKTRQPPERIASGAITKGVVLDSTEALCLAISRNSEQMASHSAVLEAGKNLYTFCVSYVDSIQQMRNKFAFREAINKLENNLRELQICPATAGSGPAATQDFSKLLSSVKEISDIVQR
Target sequence (Q13671 whole entry, looked up): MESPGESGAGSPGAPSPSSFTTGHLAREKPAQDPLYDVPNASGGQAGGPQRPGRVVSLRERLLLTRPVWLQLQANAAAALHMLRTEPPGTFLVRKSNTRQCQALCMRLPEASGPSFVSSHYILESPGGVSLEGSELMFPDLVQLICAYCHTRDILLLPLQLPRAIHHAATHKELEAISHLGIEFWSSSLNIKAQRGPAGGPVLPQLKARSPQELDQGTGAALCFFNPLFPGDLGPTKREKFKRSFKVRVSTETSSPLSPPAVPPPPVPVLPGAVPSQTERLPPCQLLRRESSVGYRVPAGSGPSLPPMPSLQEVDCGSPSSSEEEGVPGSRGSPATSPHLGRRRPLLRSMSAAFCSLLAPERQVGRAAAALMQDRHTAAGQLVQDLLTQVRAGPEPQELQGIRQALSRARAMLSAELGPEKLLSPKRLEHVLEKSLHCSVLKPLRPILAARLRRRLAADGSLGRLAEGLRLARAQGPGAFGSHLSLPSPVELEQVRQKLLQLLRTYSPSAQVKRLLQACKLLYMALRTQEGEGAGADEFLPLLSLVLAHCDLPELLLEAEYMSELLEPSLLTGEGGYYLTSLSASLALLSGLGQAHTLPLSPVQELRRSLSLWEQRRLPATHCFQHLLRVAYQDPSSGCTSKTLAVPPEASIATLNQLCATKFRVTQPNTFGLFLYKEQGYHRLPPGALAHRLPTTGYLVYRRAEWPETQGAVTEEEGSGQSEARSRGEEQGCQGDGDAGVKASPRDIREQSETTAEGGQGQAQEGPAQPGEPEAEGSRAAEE
SKN-1 block = C. elegans SKN-1 inhibition; C. elegans VP596 Pgst-4::GFP/RFP ratio, acrylamide-induced, 24 h; inhibition, % at 21.8 µM; 0.49% of 360,000 active; AID 624304;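 active = interference check ratio from 0.5 to 1.5 plus GFP to RFP signal ratio inhibition reaching or exceeding a fixed threshold, cut at about 30% in these data, passing the limit was not always enough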; note: some compounds called inactive have numbers as strong as hits
The depositor's hits bear a star; i = inactive; · = no result given; + = active, no number.

SMILES	Neddylation inh	CSN inh	Rpn11 block	MT1-MMP act inh	NadD inh	MLLE-PAM2 inh	FAS-TE inh	Rin1 Abl inh	SKN-1 block
C[C@]12CS(=O)(=O)C[C@H]1SC(=S)N2c1ccccc1	i	-2	i	2	-6	-7	-8	-2	2
COC(CSc1ncnc2c1oc1nc3c(cc12)COC(C)(C)C3)OC	i	4	i	2	3	-15	-2	-3	0
COc1cccc(N(CC(=O)NCc2ccco2)C(=O)CCC(=O)Nc2nccs2)c1	i	3	i	-3	2	-10	-1	-1	-1
Cc1cnc(NC(=O)Cn2cnc3c2c(=O)n(C)c(=O)n3C)s1	i	-4	i	-1	-3	-9	-2	2	-8
O=C(CSc1ncn(-c2ccccc2)n1)Nc1ccc2c(c1)OCCO2	i	1	i	12	-9	37*	-1	-1	-12
COc1ccc(/C=N/NC2=NS(=O)(=O)c3ccccc32)cc1OC	i	1	i	5	0	-1	-5	2	7
CSc1nccc(-c2sc(SC)c(C#N)c2-c2ccccc2)n1	·	2	i	2	3	-9	24	2	-5
CC(C)C(C(=O)Nc1ccc2c(c1)OCCOCCOCCOCCO2)N1C(=O)c2ccccc2C1=O (stereo unspecified)	i	-1	i	-2	-6	2	-16	-1	8
COc1cc([N+](=O)[O-])ccc1NC(=O)COC(=O)CCS(=O)(=O)c1ccc(C)cc1	i	3	i	-2	-4	5	18	-1	-3
O=S(=O)(c1cc(F)ccc1F)N1CCN(c2ncnc3ccccc23)CC1	i	1	i	-2	-5	4	11	0	1

One compound at a time, as listed above. Screens in order: Neddylation inh | CSN inh | Rpn11 block | MT1-MMP act inh | NadD inh | MLLE-PAM2 inh | FAS-TE inh | Rin1 Abl inh | SKN-1 block
Shown for `COC(CSc1ncnc2c1oc1nc3c(cc12)COC(C)(C)C3)OC` → i | 4 | i | 2 | 3 | -15 | -2 | -3 | 0
Shown for `COc1ccc(/C=N/NC2=NS(=O)(=O)c3ccccc32)cc1OC` → i | 1 | i | 5 | 0 | -1 | -5 | 2 | 7
Shown for `O=C(CSc1ncn(-c2ccccc2)n1)Nc1ccc2c(c1)OCCO2` → i | 1 | i | 12 | -9 | 37* | -1 | -1 | -12
Shown for `Cc1cnc(NC(=O)Cn2cnc3c2c(=O)n(C)c(=O)n3C)s1` → i | -4 | i | -1 | -3 | -9 | -2 | 2 | -8
Shown for `COc1cccc(N(CC(=O)NCc2ccco2)C(=O)CCC(=O)Nc2nccs2)c1` → i | 3 | i | -3 | 2 | -10 | -1 | -1 | -1

Next part:
SMILES	Neddylation inh	CSN inh	Rpn11 block	MT1-MMP act inh	NadD inh	MLLE-PAM2 inh	FAS-TE inh	Rin1 Abl inh	SKN-1 block
CCOc1ccc(CC(=O)NCCc2cnc[nH]2)cc1	i	-2	i	6	-3	-6	-6	-2	13
C=CC[C@@H](CC(=O)NCCO)C(=O)N[C@@H](COC(=O)[C@@H](CC=C)Cc1ccc(F)cc1)Cc1ccccc1	i	-3	i	-3	-6	0	2	7	-11
CCCCn1c(SCC(=O)c2ccc3c(c2)OCCO3)nnc1-c1ccoc1C	i	-4	i	-2	11	-40	6	-1	19
Cc1ccccc1C(=O)N1CCN(c2ccc(NC(=O)c3ccc4c(c3)OCO4)cc2)CC1	i	-2	i	-7	-2	0	2	4	7
O=C(NC12CC3CC(CC(C3)C1)C2)N1CC2Cc3cccc(=O)n3C(C2)C1 (stereo unspecified)	i	-5	i	9	1	-11	-3	1	6
Cc1ccc(C)n1-c1nn(S(=O)(=O)c2cccc(C(F)(F)F)c2)c2cccc(F)c12	i	-3	i	-3	-4	8	9	2	-7
CN(Cc1ccon1)C(=O)CC1C(=O)NCCN1Cc1cccc(Oc2ccccc2)c1 (stereo unspecified)	i	2	i	0	1	1	-1	1	-16
Cc1ccc(S(=O)(=O)N2CCCC2CNC(=O)C(=O)NCc2ccc3c(c2)OCO3)cc1 (stereo unspecified)	i	0	i	-2	-8	-2	6	10*	-6
COc1ccc(NC(=O)C2=C(C)Nc3nc(CCCO)nn3C2c2ccc(OC)c(OC)c2)cc1 (stereo unspecified)	i	5	i	3	-3	-1	-6	3	-9
C[C@H]1CN([C@@H](C)CO)C(=O)c2cccc(NC(=O)c3nc4ccccc4s3)c2O[C@H]1CN(C)C(=O)Nc1ccc(F)cc1	i	-2	i	-3	-7	-2	13	-1	-6
O=C(N/C=C/n1cnc2cc(C(F)(F)F)ccc21)c1ccc(F)cc1	i	1	i	-3	-2	6	4	-3	-17
C[C@@H](NC(=O)C(=O)c1c[nH]c2ccccc12)c1ccccc1	i	3	i	0	-1	-2	4	0	2
O=C(N/N=C/c1cccn1-c1ccc(O)cc1)c1cccc2ccccc12	+	3	i	-2	-5	-4	-3	3	24
O=C(NCc1ccccc1F)C1CCC(=O)N(Cc2ccc(Cl)cc2)C1 (stereo unspecified)	i	2	i	6	-6	-19	-1	-1	-20
O=C(c1ccco1)N1CCC(c2nc3c(nnn3Cc3c(Cl)cccc3Cl)c(=O)[nH]2)CC1	i	5	i	-4	4	10	3	0	-4
COc1cc(C2NC(=O)NC(C)=C2C(=O)OCC2CCCCC2)ccc1O (stereo unspecified)	i	0	i	-3	-7	-3	1	-1	17
Cc1cccc(C)c1NC(=O)NC1(C(=O)N2CCCC2)CCCCC1	i	-3	i	0	-6	-6	-6	3	-13
O=C(Nc1ccc(Cl)cn1)C1CCCN1S(=O)(=O)c1cccc2ccccc12 (stereo unspecified)	i	4	i	-9	-7	-4	16	-1	-12
CCCC(=O)Nc1ccc(C(=O)NCc2ccccn2)cc1	i	5	i	-5	-8	-11	-4	0	-7
CCCCN(C=O)c1c(CC)nc2c(OCCn3cccc3)cccn12	i	-3	i	-1	15	-10	-4	-2	16
COc1cccc(C(NC(C)=O)c2nc(-c3cccc(C(C)C)c3)cs2)c1 (stereo unspecified)	i	-1	i	6	-2	-13	17	2	21
CSc1nc(O)c(C(c2ccc(C)cc2)c2c(O)nc(SC)[nH]c2=O)c(=O)[nH]1	i	-3	i	-4	1	25	-5	2	-4
Cc1ccc(CN2CCN(Cc3cccc(OCCO)c3)CC2CCO)o1 (stereo unspecified)	i	0	i	1	-2	-3	-10	1	-1
CN1CCc2c(sc3nc(NN)n(-c4ccc(Cl)cc4)c(=O)c23)C1	i	14	+	-12	12	-106	-6	4	2
Cc1cccc(S(=O)(=O)NC(=O)C2(C)CCN2C(=O)c2ccc(C3CCCCC3)cc2)c1 (stereo unspecified)	i	9	i	11	6	1	-12	-4	-3
CCCc1ccc(OC(=O)c2cccs2)cc1	i	1	i	1	-4	11	14	-2	-2
CCOc1ccc(Cl)cc1-c1cc(C(=O)NCC2CCCCC2)[nH]n1	i	-1	i	-4	8	-19	29	-1	33
O=C(c1cccc([N+](=O)[O-])c1)N1CCCC(C(=O)N2CCc3ccccc3C2)C1 (stereo unspecified)	i	0	i	-4	-4	-5	2	-3	-12
CC(C)NC(=O)C1C(c2ccc(C(F)(F)F)cc2)=Nc2ccccc2N1C(=O)c1ccco1 (stereo unspecified)	i	-5	·	1	·	·	·	·	-3
CN(Cc1ccccc1)c1cc2c(c3c1ccn3C)C1CCC2C1 (stereo unspecified)	i	-1	i	-3	-3	-5	19	4	15
O=C(COC(=O)Cc1cccc(C(F)(F)F)c1)Nc1ccccc1	i	-8	i	3	-7	-114	6	-3	-1
COc1ccc(C2=Nn3c(nnc3-c3ccncc3)SC2)cc1	i	2	i	-10	0	1	-6	-5	-21
OC(c1cccnc1)c1cccs1 (stereo unspecified)	i	-3	i	8	-1	10	-10	4	2
CCN1C(=O)C(CC(=O)Nc2cc(C)ccc2C)SC1=Nc1ccc(S(N)(=O)=O)cc1 (stereo unspecified)	i	-2	i	3	-3	6	-1	-2	10
CN1CCN(C(=O)CCCOc2ccc(Cl)cc2Cl)CC1	i	-2	i	3	-5	-5	-4	-5	-15
CCCCc1c(-c2ccc(Br)cc2)ncn1CCc1ccccc1OC	i	2	·	-16	-1	·	17	·	14
CSC1=NSC2=NC(=O)/C(=C\c3cccs3)C(=N)N12	i	2	i	35*	0	9	-7	-3	7
CN(C)CCCN(C(=O)c1cc2ccccc2oc1=O)c1nc2ccc(F)cc2s1	i	0	i	5	-4	7	-9	-6	-10
O=C(CCc1ccccc1)Nc1ccc2c(c1)OCO2	i	-3	i	-2	1	-14	-1	0	-20
NC(=O)c1nsc(C(=O)N(c2cccc(F)c2)C(C(=O)NC2CCCC2)c2ccc(O)cc2)c1N (stereo unspecified)	i	-3	i	1	1	-11	-6	2	-14
CN1C(C(=O)c2ccccc2)=C(N)c2ccccc2S1(=O)=O	i	1	i	4	-10	-4	-3	0	2
O=C(N/N=C/c1ccc(Br)s1)c1ccc([N+](=O)[O-])cc1	i	19	i	6	-4	-5	2	2	4
CCc1noc(C)c1C(=O)N1CCCC(CCC(=O)NCc2cccc(OC)c2)C1 (stereo unspecified)	i	-10	i	0	-1	11	-5	4	-1
CN(C(=S)NC(=O)C12CC3CC(CC(C3)C1)C2)c1ccc(O)cc1	i	1	i	7	3	10	-6	-2	-13
O=C(Cn1cc(S(=O)(=O)N2CCN(c3ccccc3F)CC2)c2ccccc2c1=O)NCCCN1CCCCCC1	i	8	i	-1	25	-10	-5	0	5
COc1ccc(N(CC(=O)N2CCC(Cc3ccccc3)CC2)S(C)(=O)=O)cc1	i	-15	i	3	-4	0	5	2	2
O=[N+]([O-])c1cc(/C=N\Nc2ccccn2)ccc1Cl	i	-11	i	-2	0	2	8	-2	-1
CC(C)C(NC=C1C(=O)OC(C)(C)OC1=O)C(=O)O (stereo unspecified)	i	0	i	4	-2	-4	-9	2	-9
Clc1cccc(CNc2ccn3nc(-c4ccc(OCCN5CCOCC5)cc4)cc3n2)c1	·	0	i	3	-8	-10	-2	2	-15
COC(=O)/C(=C\Nc1ccccc1N)c1ncc(C(F)(F)F)cc1Cl	·	1	i	0	-3	-25	-2	1	1

(listing goes on)
SMILES	Neddylation inh	CSN inh	Rpn11 block	MT1-MMP act inh	NadD inh	MLLE-PAM2 inh	FAS-TE inh	Rin1 Abl inh	SKN-1 block
N#Cc1cc(-c2ccccc2)c[nH]c1=O	·	-3	i	-3	5	-5	-6	-4	2
N#C/C(=C/c1ccc(O)c([N+](=O)[O-])c1)C(=O)Nc1ccccc1	i	0	i	-12	-12	0	2	1	3
O/N=C/c1cc(Br)cc(Br)c1OCc1ccccc1	i	-2	i	-6	-8	1	-71	5	-18
CC(=O)Nc1ccc(CCCCc2ccccc2)cc1	i	6	i	-2	-3	-5	10	3	23
C=CCn1c(C)cc(C(=O)COC(=O)COc2ccccc2C#N)c1C	i	3	i	5	-3	9	18	-2	16
COc1cccc(C(=O)Nc2ccc(NC(=O)C3CC3)nc2)c1	i	0	i	0	6	6	-4	1	10
COc1ccc(N2CCN(C(=O)c3ccc4c(c3)CC(c3ccccc3)OC4=O)CC2)cc1 (stereo unspecified)	i	-3	i	6	4	4	18	0	7
CC(c1ccccc1)n1cnc2ccccc21 (stereo unspecified)	i	-5	i	-3	-3	7	-8	4	-22
CN(C)/C=C(\C(=O)c1ccccc1)c1nnnn1-c1ccc(F)cc1	i	-3	i	4	-3	-3	-7	-3	3
O=C(CCNC(=O)c1ccccc1Cl)Nc1ccncc1	i	1	i	5	-1	11	-2	1	-14
O=C(CNc1cccc2ccccc12)N/N=C/c1ccccn1	i	8	i	4	48*	-3	0	-5	2

MLLE-PAM2 inh, hit marks shown above.
Compound,Neddylation inh,CSN inh,Rpn11 block,MT1-MMP act inh,NadD inh,MLLE-PAM2 inh,Rin1 Abl inh,SKN-1 block
O=C(CSc1ncn(-c2ccccc2)n1)Nc1ccc2c(c1)OCCO2,i,1,i,12,-9,37*,-1,-12
